PDI turbidity: inhibitors of human protein disulfide isomerase; P07237; 0.052% of 350,000 active; inhibition, % at 10 µM; PDI insulin aggregation turbidity, A650, 90 min;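 active means mean inhibition across replicates of 30% or more, whatever share of single replicates reach that level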;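 further: absorbance from insulin aggregation driven by PDI reduction with DTT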
Target sequence (P07237 whole entry, looked up): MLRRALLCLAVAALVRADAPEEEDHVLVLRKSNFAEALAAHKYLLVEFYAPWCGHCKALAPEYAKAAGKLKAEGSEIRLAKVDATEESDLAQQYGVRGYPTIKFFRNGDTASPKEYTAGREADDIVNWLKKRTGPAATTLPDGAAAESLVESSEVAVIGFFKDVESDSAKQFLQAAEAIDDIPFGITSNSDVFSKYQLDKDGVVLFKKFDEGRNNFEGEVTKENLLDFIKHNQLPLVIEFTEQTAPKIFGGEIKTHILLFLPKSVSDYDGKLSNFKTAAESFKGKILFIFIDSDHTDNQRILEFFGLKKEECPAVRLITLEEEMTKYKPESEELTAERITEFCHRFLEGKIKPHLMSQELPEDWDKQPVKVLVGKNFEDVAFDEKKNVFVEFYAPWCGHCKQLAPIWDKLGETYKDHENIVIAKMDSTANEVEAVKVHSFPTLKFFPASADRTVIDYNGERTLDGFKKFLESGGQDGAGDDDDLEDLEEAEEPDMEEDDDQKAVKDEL
aDG glyco act: alpha-DG glycosylation activation; 0.22% of 360,000 active; activation, % at 10 µM; Pro5-aDG cells, alpha-DG glycosylation AlphaScreen (IIH6); 0% Pro5, 100% B10-LARGE cell signal;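 active means activation of at least 8% versus controls, or a plate z-score of at least 8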;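 further: Pro5 are CHO cells carrying HIG-tagged alpha-DG that lacks glycosylation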
N-glyco inh: N-linked glycosylation inhibition. D54 ERlucT glycosylation luciferase reporter, 24 h; percent of 100 nM tunicamycin response. reporter increase, % at 12.5 µM. 0.23% of 360,000 active;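 active means mean luciferase reporter signal, scaled so untreated is 0 and the glycosylation-blocking control 100, at or above a set limit in every replicate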;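 further: luciferase carries N-glycosylation sites so blocking glycosylation raises the light; 0% = median of neutral control wells and 100% = median of 100 nM tunicamycin wells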
Cardio protect: modulators protecting cardiomyocytes from myocardial damage | 0.63% of 360,000 active | protection from H2O2 cell death, % at 20 µM | H9c2 cardiomyocytes, H2O2 injury protection, ATPLite, 2 h;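 active means compounds giving at least 50% protection of heart cells from peroxide-induced death in the single-dose screen, raw or plate-pattern-corrected value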;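 further: 0% = DMSO wells with peroxide and 100% = DMSO wells without peroxide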
iPSC survival up: increases survival of single human iPS cells. hiPSC single-cell survival, ATPlite luminescence; 100% = ROCK inhibitor wells, 0% = DMSO. survival enhancement, % at 20 µM. 0.044% of 360,000 active. AID 602274; in the data active means survival enhancement above about 18%;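 further: cells exposed to compounds for 16 hours before the ATP read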
CaV13 ICDI inh: Primary screen for inhibitors of IQ motif and Ca2+-dependent inactivation inhibitor domain binding in CACNA1D, Förster resonance energy transfer in living cells, … | HEK cells, CFP/YFP FRET ICDI-IQ, plate reader, 10 min; percent FRET-ratio fall versus neutral wells | AID 743397 | 0.098% of 340,000 active | inhibition, % at 12.3 µM;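 active means mean replicate inhibition of at least 30% and at least 1% of replicates passing that level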;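 further: 0% = median of the neutral control wells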
ABCB6 inh MLPCN: human ABCB6 transporter inhibition; Q9NP58; K562-ABCB6 porphyrin accumulation, flow cytometry, 1 h; hits give low values; fluorescence ratio to DMSO, % at 10 µM; 0.19% of 360,000 active; AID 602162;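 active means fluorescence ratio to DMSO below 75%, the collection mean minus 3 SD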;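 further: signal is porphyrin accumulated inside mitochondria; 100% equals median channel fluorescence of DMSO control wells; lower ratio means ABCB6 inhibition with less porphyrin fluorescence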
HTR2A ag: activates the mouse 5-HT2A serotonin receptor | activation, % at 7.6 µM | 0.66% of 360,000 active | P35363 | AID 624169 | CHO-K1 mHTR2A beta-arrestin complementation, luminescence; percent of 30 µM serotonin response;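 active means activation above a run cutoff, the mean activation of all tested compounds plus 3 SD, cut at about 14% in these data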;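 further: 0% = plate median of compound wells and 100% = 30 µM serotonin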
Target sequence (P35363 whole entry, looked up): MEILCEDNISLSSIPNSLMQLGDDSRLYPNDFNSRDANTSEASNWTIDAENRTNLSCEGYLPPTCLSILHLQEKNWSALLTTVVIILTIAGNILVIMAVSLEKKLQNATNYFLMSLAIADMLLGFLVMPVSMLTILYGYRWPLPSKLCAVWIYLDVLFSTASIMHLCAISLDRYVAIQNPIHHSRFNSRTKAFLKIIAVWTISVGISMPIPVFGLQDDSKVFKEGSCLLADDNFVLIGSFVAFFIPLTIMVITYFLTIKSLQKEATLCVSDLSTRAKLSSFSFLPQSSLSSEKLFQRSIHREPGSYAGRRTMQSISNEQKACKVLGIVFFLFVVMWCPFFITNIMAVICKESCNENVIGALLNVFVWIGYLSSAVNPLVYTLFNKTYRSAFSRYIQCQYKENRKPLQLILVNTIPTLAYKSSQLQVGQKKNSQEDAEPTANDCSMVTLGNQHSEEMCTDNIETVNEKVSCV
Vif inh: blocks HIV Vif function | 0.35% of 340,000 active | inhibition, % at 7.49 µM | HEK293T cells, Vif self-association by quenched fluorescence, imaging, 24 h; in the data active means inhibition above about 50%, passing the limit was not always enough; further: some results filed as inactive read as strong as hits
Granule exo inh: blocks lytic granule exocytosis | AID 651702 | 0.66% of 360,000 active | TALL-104 LAMP-1 surface exposure, flow cytometry; cells stimulated with thapsigargin and PMA | inhibition, % at 10 µM;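 active means inhibition above about 55%, limit read from the data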
An asterisk follows results filed as active.

CC1(C(=O)Nc2ccc(Cl)c(Cl)c2)CCN1C(=O)C1CCCCC1 (centres undefined) was read as PDI turbidity 2, aDG glyco act 0.0, N-glyco inh -4, Cardio protect -8, iPSC survival up -2.2, CaV13 ICDI inh -6, ABCB6 inh MLPCN 94, HTR2A ag -3 and Granule exo inh -1.
Screening Cc1cc(Sc2ncnc(N)c2[N+](=O)[O-])ncn1 returned PDI turbidity 0, aDG glyco act -0.6, N-glyco inh 12, Cardio protect -26, iPSC survival up -1.7, ABCB6 inh MLPCN 105, HTR2A ag -2, Vif inh -5 and Granule exo inh 1.
For Nc1nc(NC(=O)c2ccccc2)nn1-c1ccccc1 the results were PDI turbidity -6, aDG glyco act -0.3, N-glyco inh 1, Cardio protect -4, iPSC survival up -3.1, CaV13 ICDI inh -3, ABCB6 inh MLPCN 99, HTR2A ag 1, Vif inh 39 and Granule exo inh 1.
Screening CN1CCN(CCC(=O)Nc2ccc(C3CCCC3)cc2)CC1 returned PDI turbidity 0, aDG glyco act 0.9, N-glyco inh -3, Cardio protect 18, iPSC survival up -1.5, CaV13 ICDI inh -1, ABCB6 inh MLPCN 96, HTR2A ag -8, Vif inh 7 and Granule exo inh 1.
For COc1ccc(NC(=O)c2cc(S(=O)(=O)N3CCOCC3)cn2C)cc1Cl the results were aDG glyco act -0.3, N-glyco inh 0, Cardio protect 3, iPSC survival up -1.0, CaV13 ICDI inh -9, ABCB6 inh MLPCN 107, HTR2A ag 4 and Granule exo inh -2.
For O=C(Nc1cccc2cccnc12)c1ccc2sc([C@H]3C[C@H](O)[C@@H](CO)O3)nc2c1 the results were PDI turbidity -1, aDG glyco act -0.1, N-glyco inh 1, Cardio protect 77*, iPSC survival up -1.8, CaV13 ICDI inh -5, ABCB6 inh MLPCN 92, HTR2A ag 17* and Granule exo inh -8.
Screening CCOc1ccc(NC(=O)c2cc(S(=O)(=O)N3CCOCC3)cs2)cc1 returned PDI turbidity -4, aDG glyco act 0.4, N-glyco inh -2, Cardio protect -2, iPSC survival up -0.5, ABCB6 inh MLPCN 97, HTR2A ag 3, Vif inh 4 and Granule exo inh 2.
NNC(=O)c1csc(CS(=O)(=O)c2ccc(Cl)cc2)n1 was read as PDI turbidity 15, aDG glyco act -0.1, N-glyco inh 1, Cardio protect -1, iPSC survival up -0.8, CaV13 ICDI inh -3, ABCB6 inh MLPCN 96, HTR2A ag 0, Vif inh 20 and Granule exo inh -6.
Screening O=C(CSc1nccc(=O)[nH]1)N1CCc2ccccc2C1 returned PDI turbidity 6, aDG glyco act 0.0, N-glyco inh 3, Cardio protect 1, iPSC survival up 0.4, CaV13 ICDI inh -9, ABCB6 inh MLPCN 102, HTR2A ag 1, Vif inh 5 and Granule exo inh 3.
`Cc1[nH]nc2c1C(c1ccsc1)C1=C(CC(C)(C)CC1=O)N2` (centres undefined) gave PDI turbidity -1, aDG glyco act -0.5, N-glyco inh 11, Cardio protect 3, iPSC survival up -2.6, CaV13 ICDI inh -6, ABCB6 inh MLPCN 88, HTR2A ag -2, Vif inh 2 and Granule exo inh 0.
For COc1cccc(C(CCc2cc(OC)c(OC)c(OC)c2)NC(C)=O)c1 (centres undefined) the results were PDI turbidity -10, aDG glyco act -0.1, N-glyco inh 5, Cardio protect 1, iPSC survival up -1.7, CaV13 ICDI inh -6, ABCB6 inh MLPCN 98, HTR2A ag 0, Vif inh 11 and Granule exo inh -2.
`O=C(Cc1ccccc1F)Nc1nc2ccccc2[nH]1` gave PDI turbidity -6, aDG glyco act -0.2, N-glyco inh 0, Cardio protect -2, iPSC survival up -0.7, CaV13 ICDI inh -2, ABCB6 inh MLPCN 99, HTR2A ag -1, Vif inh -2 and Granule exo inh -16.
Nc1[nH]c(N=NC(=O)c2ccc(F)cc2)c2ccccc12 was read as PDI turbidity -10, aDG glyco act 0.1, N-glyco inh -10, Cardio protect -5, iPSC survival up -1.6, CaV13 ICDI inh -3, ABCB6 inh MLPCN 99, HTR2A ag 0, Vif inh -1 and Granule exo inh -1.
Screening O=S1(=O)N=C(Oc2ccccc2)c2ccccc21 returned PDI turbidity -2, aDG glyco act -0.3, N-glyco inh 2, Cardio protect 3, iPSC survival up -2.4, CaV13 ICDI inh -6, ABCB6 inh MLPCN 101, HTR2A ag -1, Vif inh -2 and Granule exo inh -1.
For Cc1ccccc1C(=O)N1CCC(C(=O)NN2C(=O)NC3(CCC(C)CC3)C2=O)CC1 (centres undefined) the results were PDI turbidity 1, aDG glyco act -0.1, N-glyco inh 1, Cardio protect 2, iPSC survival up 0.5, CaV13 ICDI inh -6, ABCB6 inh MLPCN 102, HTR2A ag 1, Vif inh 2 and Granule exo inh -4.
`CCN(CC)C(=O)c1ccccc1NC(=O)CN1C(=O)c2ccccc2C1=O` gave PDI turbidity 5, aDG glyco act 0.1, N-glyco inh 5, Cardio protect 3, iPSC survival up 0.5, CaV13 ICDI inh -2, ABCB6 inh MLPCN 102, HTR2A ag 2, Vif inh 8 and Granule exo inh -1.
`COCc1cc(C)nc(SCC(=O)Nc2ccc3c(c2)n(C)c(=O)n3C)c1C#N` gave PDI turbidity 7, aDG glyco act 0.3, Cardio protect -1, iPSC survival up -0.1, ABCB6 inh MLPCN 99, HTR2A ag 0 and Granule exo inh -10.
For CCC(C)NC(=S)N1CCN(C(c2ccccc2)c2ccccc2)CC1 (centres undefined) the results were PDI turbidity 4, aDG glyco act 0.3, N-glyco inh -2, Cardio protect -8, iPSC survival up -2.3, CaV13 ICDI inh -15, ABCB6 inh MLPCN 97, HTR2A ag -2, Vif inh 3 and Granule exo inh -2.
CC(=O)N1CCC(C(=O)N2CCN(S(=O)(=O)c3cccs3)CC2)CC1 was read as PDI turbidity 6, aDG glyco act -0.1, N-glyco inh 2, Cardio protect 6, iPSC survival up 0.0, ABCB6 inh MLPCN 104, HTR2A ag -3, Vif inh 6 and Granule exo inh 4.
`Cc1ccnc(NC(=S)NC(=O)c2cccs2)c1` gave PDI turbidity 5, aDG glyco act 0.4, N-glyco inh -10, Cardio protect -19, iPSC survival up -3.6, CaV13 ICDI inh -2, ABCB6 inh MLPCN 102, HTR2A ag 2, Vif inh 2 and Granule exo inh -4.
`O=C1CS/C(=C/C(=O)c2ccccc2)N1` gave PDI turbidity 3, aDG glyco act -0.2, N-glyco inh 1, Cardio protect 0, iPSC survival up 0.7, CaV13 ICDI inh -5, ABCB6 inh MLPCN 100, HTR2A ag 0, Vif inh 4 and Granule exo inh -3.
Nc1nc(NCc2ccccc2)nc(NCCO)c1[N+](=O)[O-] was read as PDI turbidity 1, aDG glyco act -0.1, N-glyco inh 4, Cardio protect 12, iPSC survival up -0.1, CaV13 ICDI inh -5, ABCB6 inh MLPCN 102, HTR2A ag 4, Vif inh 7 and Granule exo inh 0.
`Cc1cc(C(=O)NCC(=O)OCC(=O)NCCc2ccccc2)ccc1[N+](=O)[O-]` gave PDI turbidity -6, aDG glyco act 0.1, N-glyco inh 1, Cardio protect 6, iPSC survival up 1.9, CaV13 ICDI inh -6, ABCB6 inh MLPCN 97, HTR2A ag 8, Vif inh -7 and Granule exo inh -1.
COC(=O)c1ccc2nc(NC(=O)CN3C(=O)CCC3=O)sc2c1 was read as PDI turbidity 17, aDG glyco act 0.0, N-glyco inh 4, Cardio protect 9, iPSC survival up 1.5, ABCB6 inh MLPCN 99, HTR2A ag -4, Vif inh 5 and Granule exo inh 3.
For Cc1ccccc1NC(=O)CN1CCCC1 the results were PDI turbidity -5, aDG glyco act 0.3, N-glyco inh 5, Cardio protect 3, iPSC survival up 0.1, CaV13 ICDI inh -13, ABCB6 inh MLPCN 100, HTR2A ag 1, Vif inh 13 and Granule exo inh -2.
Screening Cc1cc(C)n2nc(C(=O)Nc3cccc(S(=O)(=O)N4CCOCC4)c3)nc2n1 returned PDI turbidity 0, aDG glyco act -0.4, N-glyco inh 0, Cardio protect 4, iPSC survival up 0.0, CaV13 ICDI inh -6, ABCB6 inh MLPCN 96, HTR2A ag 5, Vif inh 9 and Granule exo inh -3.
`Cn1c2c(c3cc([N+](=O)[O-])ccc31)CCCC2` gave PDI turbidity -18, aDG glyco act -0.2, N-glyco inh 3, Cardio protect -17, iPSC survival up 0.6, CaV13 ICDI inh -3, ABCB6 inh MLPCN 95, HTR2A ag -1, Vif inh -4 and Granule exo inh -9.
For Cc1cc(-c2n[nH]c(=S)n2/N=C/c2ccco2)n[nH]1 the results were PDI turbidity 7, aDG glyco act 1.0, N-glyco inh -1, Cardio protect 4, iPSC survival up -0.2, CaV13 ICDI inh -5, ABCB6 inh MLPCN 97, HTR2A ag -2, Vif inh -4 and Granule exo inh -3.
Screening COc1ccc(NS(=O)(=O)c2cccc(C(=O)N/N=C(\C)c3ccncc3)c2)cc1 returned PDI turbidity 7, aDG glyco act 0.1, N-glyco inh -3, Cardio protect -10, iPSC survival up 0.8, CaV13 ICDI inh -5, ABCB6 inh MLPCN 101, HTR2A ag -3, Vif inh 4 and Granule exo inh -1.
Clc1ccccc1N=Nc1ccccn1 was read as PDI turbidity 0, aDG glyco act 0.4, N-glyco inh 3, Cardio protect -2, iPSC survival up -0.4, CaV13 ICDI inh -7, ABCB6 inh MLPCN 98, HTR2A ag 3, Vif inh 0 and Granule exo inh -4.
CCc1ccc2nc(SCC(=O)Nc3nnc(C)s3)c(C)cc2c1 was read as PDI turbidity -11, aDG glyco act 0.4, N-glyco inh 1, Cardio protect -4, iPSC survival up -3.6, CaV13 ICDI inh -6, ABCB6 inh MLPCN 97, HTR2A ag 4, Vif inh -2 and Granule exo inh 7.
For COCCNc1nc(NCCOC)c2sc(-c3ccccc3)cc2n1 the results were PDI turbidity 1, aDG glyco act 0.8, N-glyco inh 0, Cardio protect 0, iPSC survival up -1.8, CaV13 ICDI inh -6, ABCB6 inh MLPCN 98, HTR2A ag -5, Vif inh 3 and Granule exo inh -4.
For O=C(c1ccc(CNc2c(N3CCCC3)c(=O)c2=O)cc1)N1CCc2ccccc2C1 the results were PDI turbidity 16, aDG glyco act 0.7, N-glyco inh 1, Cardio protect -3, iPSC survival up 2.7, CaV13 ICDI inh -5, ABCB6 inh MLPCN 104, HTR2A ag 0 and Granule exo inh 1.
O=C1NC[C@H](Cc2ccc(O)cc2)N(CC2CCCCC2)C1=O was read as PDI turbidity 34*, aDG glyco act -0.3, N-glyco inh 4, Cardio protect 16, iPSC survival up -1.1, CaV13 ICDI inh -3, ABCB6 inh MLPCN 93, HTR2A ag -1, Vif inh 5 and Granule exo inh -2.
Screening Cc1ccc(NC(=O)COC(=O)CCc2nc3ccccc3c(=O)[nH]2)c(Br)c1 returned PDI turbidity 2, aDG glyco act -0.1, N-glyco inh -1, Cardio protect 22, iPSC survival up -0.3, CaV13 ICDI inh -3, ABCB6 inh MLPCN 102, HTR2A ag 9, Vif inh -1 and Granule exo inh -7.
Screening O=C(NCc1ccc(C(F)(F)F)cc1)c1cccc2c(-c3cccnc3)coc12 returned PDI turbidity 0, aDG glyco act 0.6, N-glyco inh 10, Cardio protect 5, iPSC survival up -0.2, CaV13 ICDI inh -5, ABCB6 inh MLPCN 89, HTR2A ag -4, Vif inh -5 and Granule exo inh -2.

High-throughput results deposited in PubChem BioAssay by several laboratories.
